esBAF inh = SWI/SNF esBAF complex inhibition; reporter increase, % at 12.5 µM; mouse ES cells, Bmi1-luciferase knock-in reporter, 24 h; 100% = twice the neutral-well signal; AID 602393; 350,000 tested, 2% active; in the data active means activation above about 40%;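 further: 0% = median of the plate's neutral control wells and 100% = double that signal; a rise in the Bmi1 reporter signal indicates esBAF inhibition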
SIRT5 block = inhibitors of human sirtuin-5 desuccinylase; Q9NXA8; inhibition, % at 15 µM; AID 652115; Purified SirT5, succinyl-peptide AMC, trypsin-coupled fluorescence; 330,000 tested, 1.1% active; in the data active means inhibition above about 15%
Target sequence (Q9NXA8 whole entry, looked up): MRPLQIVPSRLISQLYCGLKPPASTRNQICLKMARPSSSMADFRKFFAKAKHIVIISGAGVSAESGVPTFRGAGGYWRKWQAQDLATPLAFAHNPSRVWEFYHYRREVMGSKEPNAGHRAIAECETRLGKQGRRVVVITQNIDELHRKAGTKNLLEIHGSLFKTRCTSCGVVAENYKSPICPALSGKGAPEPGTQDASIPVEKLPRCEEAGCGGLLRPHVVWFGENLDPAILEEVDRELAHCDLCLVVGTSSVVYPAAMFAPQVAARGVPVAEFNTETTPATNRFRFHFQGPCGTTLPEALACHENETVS
C2C12 statin = suppressors of simvastatin-induced myotoxicity in C2C12 myotubes; ATP luminescence, 48 h; scaled: DMSO 0, geranylgeraniol control 100; rescue of ATP level, % at 7.49 µM; 330,000 tested, 0.78% active; AID 602340;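 active means mean ATP rescue above about 67%, or every replicate alone reaching that limit, limit read from the data, passing the limit was not always enough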;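 further: myotubes were challenged with 10 µM simvastatin during compound exposure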
Cneo AK release = Cryptococcus neoformans lysis via adenylate kinase release | AID 651654 | lysis activity, % at 15 µM | C. neoformans lysis, adenylate kinase release luminescence, 4 h; normalised: neutral wells 0, clomiphene wells 100 | 360,000 tested, 0.2% active;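 active means mean lysis activity across replicates of at least 80%, whatever share of replicates individually reach that level; inactive means mean lysis activity below 80%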
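Assay system: Cryptococcus neoformans yeast cells / Dosing: single-point compound dose / Timing: 4 h at 37 °C static, read 1 h later / Measured by: luminescence of released adenylate kinase using an AK detection reagent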
ARNT TACC3 PPI = ARNT/TACC3 interaction disruption; AlphaScreen His-ARNT PAS-B/GST-TACC3 binding, luminescence; TACC3 fragment carries E629A point mutation; Q9Y6A5; inhibition, % at 9.99 µM; AID 623870; 390,000 tested, 0.66% active;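 active means mean inhibition of replicates at least 50% and at least half of replicates each reaching 50%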;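 further: 0% = complete ARNT plus TACC3 wells and 100% = ARNT alone without TACC3; many hits fall short of the cut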
ERp5 block = blocks human ERp5 reductase activity on insulin; ERp5 insulin aggregation, absorbance 650 nm, 90 min; AID 651711; inhibition, % at 9.99 µM; 350,000 tested, 0.05% active; Q15084;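 active means mean replicate inhibition above about 25%, with every replicate also reaching it, limit read from the data, passing the limit was not always enough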
Target sequence (Q15084 whole entry, looked up): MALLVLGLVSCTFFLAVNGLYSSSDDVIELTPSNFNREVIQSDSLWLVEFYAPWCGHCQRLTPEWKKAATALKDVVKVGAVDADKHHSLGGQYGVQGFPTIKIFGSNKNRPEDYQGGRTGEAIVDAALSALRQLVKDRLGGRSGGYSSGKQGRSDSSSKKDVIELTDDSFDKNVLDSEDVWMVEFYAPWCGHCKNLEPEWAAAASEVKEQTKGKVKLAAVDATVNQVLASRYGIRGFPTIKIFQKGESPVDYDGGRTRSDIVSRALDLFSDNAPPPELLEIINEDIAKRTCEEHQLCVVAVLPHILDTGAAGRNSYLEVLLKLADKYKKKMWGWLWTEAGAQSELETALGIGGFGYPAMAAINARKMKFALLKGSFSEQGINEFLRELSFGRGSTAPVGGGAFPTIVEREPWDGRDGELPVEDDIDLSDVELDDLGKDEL
miR122 inh = blocks miR-122 activity in Huh7 sensor cells. Huh7 miR-122 Renilla luciferase sensor, 48 h; neutral wells = 0, positive control = 100. activation (reporter increase), % at 12.5 µM. 340,000 tested, 0.3% active;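 active means mean replicate activation score at least 90 and every replicate individually at or above 90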;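 further: higher luciferase means less miR-122 activity so hits act as miR-122 inhibitors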
* = called active by the depositor; / = no result given; & = joins results of further samples; [ ] = another dose, or the depositor's remark.

SMILES	esBAF inh	SIRT5 block	C2C12 statin	Cneo AK release	ARNT TACC3 PPI	ERp5 block	miR122 inh
CCOC(=O)C1=C(O)/C(=C\c2sccc2C)N=C1C	/	7	/	-8	-27	1	-14
CNC(=O)CSc1nnc(COc2ccc([N+](=O)[O-])cc2)n1C	-4	-1	3	3	-2	7	2
CNC(=O)C[C@@H]1CC[C@@H]2[C@@H](COc3ccc(NC(=O)c4ccc(C(F)(F)F)cc4)cc3C(=O)N2C)O1	5	/	-10	4	11	/	17[16.7 µM]
CCCNC(=O)N(C)C[C@H]1Oc2cc(Br)ccc2S(=O)(=O)N([C@@H](C)CO)C[C@H]1C	0	-1	/	0	-9	4	12[16.7 µM]
Cc1ccc(-c2nc(NC(=O)c3nn(C)cc3[N+](=O)[O-])sc2C)cc1C	-75	4	-325	1	-4	8	0
CCNc1nc(N)nc(Oc2ccc(OCC)nn2)n1	-6	/	6	0	-11	/	0
Cc1cc(C)c(C(N)=O)c(SCC(=O)c2cc(C)c(C)cc2C)n1	/	/	/	-8	-4	/	6
CCn1c(SCC(=O)Nc2cc(C(C)(C)C)nn2-c2ccccc2)nnc1-c1cccs1	5	-7	8	8	/	-8	2
CCCOc1ccc(C(=O)NC(=S)NCc2cccnc2)cc1	5	-5	-8	/	-6	23	-1
CC(C)CC1Nc2ncnc(N3CCN(c4ccccn4)CC3)c2N(Cc2ccccc2)C1=O (stereo not drawn)	2&-3	/	12&10	3&5	6	2&-1	-3&8
CC(C)(CO)CNC(=O)CCc1nnc(CCCc2ccccc2)o1	/	3	/	/	9	-16	/
O=C(NCCc1ccccc1)c1ccc(CS(=O)Cc2cccc(Cl)c2)o1 (stereo not drawn)	2	-6	8	-4	-2	0	-2
CCCCN(C)CCCNC(=O)c1cc(=O)[nH]c2ccc(S(=O)(=O)N3CCCCC3C)cc12 (stereo not drawn)	/	0	/	/	-4	5	/
NC(=O)C[C@@H]1N[C@]2(C(=O)Nc3ccccc32)[C@@H]2C(=O)N(C3CCCCC3)C(=O)[C@H]12	-3	/	/	0	-2	/	-1
CNC[C@@H]1Oc2ccc(NS(C)(=O)=O)cc2CC(=O)N([C@H](C)CO)C[C@@H]1C	-8	7	0	-6	-1	-4	-5[16.7 µM]
Cn1nnnc1Sc1ncnc2scc(-c3ccc(C#N)cc3)c12	-11	/	41	0	-1	9	-8
CCOc1cc(C(=O)N[C@@H](C)C(=O)N2CCC3(CC2)NCCc2[nH]cnc23)cc(OCC)c1OCC	-2	-2	23	-2	-3	12	/
O=C(NCc1ccc2c(c1)OCO2)Oc1ccccc1	-5	1	16	3	-3	-1	0
CCN(CC)c1ccc2c(C)c(CN3CCOCC3)c(=O)oc2c1	3	/	-28	-2	-21	/	/
COc1ccc(-n2ncc(C(C)NS(=O)(=O)c3ccc(C)s3)c2C)cc1 (stereo not drawn)	/	0	/	0	/	7	/

Full records from above. Screens in order: esBAF inh	SIRT5 block	C2C12 statin	Cneo AK release	ARNT TACC3 PPI	ERp5 block	miR122 inh
CCCCN(C)CCCNC(=O)c1cc(=O)[nH]c2ccc(S(=O)(=O)N3CCCCC3C)cc12 (stereo not drawn) is entered as /	0	/	/	-4	5	/
CC(C)(CO)CNC(=O)CCc1nnc(CCCc2ccccc2)o1 is entered as /	3	/	/	9	-16	/
CNC[C@@H]1Oc2ccc(NS(C)(=O)=O)cc2CC(=O)N([C@H](C)CO)C[C@@H]1C is entered as -8	7	0	-6	-1	-4	-5[16.7 µM]
NC(=O)C[C@@H]1N[C@]2(C(=O)Nc3ccccc32)[C@@H]2C(=O)N(C3CCCCC3)C(=O)[C@H]12 is entered as -3	/	/	0	-2	/	-1

Other compounds follow.
SMILES	esBAF inh	SIRT5 block	C2C12 statin	Cneo AK release	ARNT TACC3 PPI	ERp5 block	miR122 inh
COc1cc(-c2noc(CCCC(=O)NCc3ccco3)n2)cc(OC)c1OC	-3	/	-5	0	0	/	-6
Cc1cc(C)c2c(=O)cc(C(F)(F)F)oc2n1	-5	0	0	0	1	-2	-10
C[C@H]1CN([C@@H](C)CO)C(=O)c2cc(/C=C/c3ccccc3)cnc2O[C@@H]1CN(C)C(=O)C1CCCCC1	3	-8	8	2	13	-1	-9[16.7 µM]
Cc1cc(CNC[C@H]2O[C@@H](n3ccc(=O)[nH]c3=O)[C@H](O)[C@@H]2O)no1	1	0	-5	0	/	-28	8
CSc1ccc(/C=C(\C#N)C(=O)NC2CCCCC2C)cc1 (stereo not drawn)	/	-9	/	/	-10	0	/
CC(=O)Nc1ccc2c(c1Br)Cc1ccccc1-2	69*	-3	-1	/	/	2	-4
O=C(Nc1c(-c2ccccc2)nc2ccccn12)c1ccccc1	0	5	1	0	/	0	/
COc1ccccc1NC(=O)CSc1nc(O)cc(=O)n1C	-6	/	8	-1	-2	/	5
O=C(CCCc1ccccc1)NC12CC3CC(CC(C3)C1)C2	54*	-2	-22	-1	10	4	-2
COc1ccccc1-c1noc(-c2ccccc2C(=O)N2CCOCC2)n1	2	/	14	-2	1	/	-2

3 compounds out of the list above, ordered by the value under ARNT TACC3 PPI, high to low:
mol,esBAF inh,SIRT5 block,ARNT TACC3 PPI,ERp5 block,miR122 inh
C[C@H]1CN([C@@H](C)CO)C(=O)c2cc(/C=C/c3ccccc3)cnc2O[C@@H]1CN(C)C(=O)C1CCCCC1,3,-8,13,-1,-9[16.7 µM]
COc1cc(-c2noc(CCCC(=O)NCc3ccco3)n2)cc(OC)c1OC,-3,/,0,/,-6
CSc1ccc(/C=C(\C#N)C(=O)NC2CCCCC2C)cc1 (stereo not drawn),/,-9,-10,0,/

Going on with the list:
SMILES	esBAF inh	SIRT5 block	C2C12 statin	Cneo AK release	ARNT TACC3 PPI	ERp5 block	miR122 inh
Cc1ccc(S(=O)(=O)NNC(=O)C2COc3ccccc3O2)cc1C (stereo not drawn)	-1	/	2	/	0	-2	6
CO[C@@H]1CN(C)C(=O)c2cc(NS(C)(=O)=O)ccc2OC[C@H](C)N(C(=O)C2CC2)C[C@@H]1C	1	2	3	-5	-1	-4	/
Cc1ccc(NC(=S)N2CCN(S(=O)(=O)c3ccccc3)CC2)cc1	3	0	12	-2	6	3	/
CN(CC1CCOCC1)C(=O)c1ccc2nc(Cc3cccc(Cl)c3)oc2c1	/	-1	/	-4	7	6	13
NC(=O)C1CC(=O)N(Cc2ccc3c(c2)OCO3)C(=Nc2ccccc2)S1 (stereo not drawn)	1	-7	53	2	-2	1	/
Cn1c(NC(=O)COc2ccccc2)cc(=O)n(C)c1=O	-2	0	-45	1	7	-5	5
CCCOc1ccc(C(=O)Nc2cccnc2)cc1	11	0	-12	-5	0	0	-1
Cc1cc(Br)ccc1NC(=O)CNC(=O)Cn1ncc(Cl)c(Cl)c1=O	/	-6	/	/	-9	-4	/
COc1ccc(N2C(=O)CC(Sc3n[nH]c(-c4ccccc4)n3)C2=O)cc1 (stereo not drawn)	/	1	/	-1	-1	0	-5
CCOc1cc(C2NC(=O)NC(C)=C2C(C)=O)cc(Cl)c1OCC(=O)O (stereo not drawn)	-3	/	0	-2	-2	0	-5
CCSC1=C(C#N)C(c2ccc(F)cc2)CC(=O)N1 (stereo not drawn)	0	-3	/	0	5	-5	-1
O=C(Nc1ccc(-c2cc3ccccc3oc2=O)c(Cl)c1)c1cccnc1	15	-7	-3	0	5	-5	3
CCOC(=O)c1c(NC(=O)c2nc3n(n2)C(C(F)F)CC(C)N3)sc2c1CCCC2 (stereo not drawn)	/	-1	/	/	0	-2	/
COC(=O)CCSc1nccn1Cc1ccccc1	-5	0	-4	4	-1	0	-2
CC(Sc1nnc(-c2cccs2)n1-c1ccccc1)C(=O)NCc1ccc2c(c1)OCO2 (stereo not drawn)	4	/	12	0	26	/	-4
COc1cccc(NC(=O)c2cnsn2)c1	19	/	2	1	-2	/	2
NC(=O)c1nsc(C(=O)N(c2cccc(F)c2)C(C(=O)NCC2CCCO2)c2cccs2)c1N (stereo not drawn)	-1	0	-10	/	-2	11	-2
COc1ccccc1NC(=O)N(Cc1ccc2c(c1)OCO2)Cc1nc2ccccc2c(=O)[nH]1	-3	-2	16	-1	-4	1	-7
CN(/C(=N/S(=O)(=O)c1ccccc1)c1ccccc1)S(=O)(=O)c1ccccc1	-1	-4	0	1	-4	1	-3
CC1CCc2c(C(=O)NCCCN3CCOCC3)csc2C1 (stereo not drawn)	8	/	9	0	2	/	-1
COC(=O)C[C@H]1C[C@H]2c3cc(N)ccc3O[C@H]2[C@H](CO)O1	1	1	1	66	13	2	5[16.7 µM]
COc1ccc(C(=O)NNC2=C(C(=O)C(F)(F)F)CCC2)cc1	/	0	/	-5	10	1	-9
CC1Cc2ccccc2N1C(=O)NC1CC(=O)N(c2ccc3c(c2)OCCO3)C1 (stereo not drawn)	-5	0	0	/	-2	0	-8
CC(C)Oc1ccc(C2NC(=O)NC2=O)cc1 (stereo not drawn)	/	/	/	0	-3	/	-6
N#Cc1c(-c2ccc(F)cc2)noc1N	6	/	27	-1	-4	/	0
COc1cccc(-c2c(C(=O)N/N=C/c3ccc(C)s3)nnn2-c2nonc2N)c1	-1	0	3	1	2	6	-1
Cc1cccc(C(=O)Nc2nnc(Cc3c[nH]c4ccccc34)s2)c1	1	/	8	-3	6	/	3
CCN(CC)CCNC(=O)C12CC3CC(CC(C3)C1)C2	9	/	16	0	-6	/	5
C[C@@H]1CN([C@H](C)CO)C(=O)c2cc(NC(=O)NC3CCCCC3)ccc2O[C@H]1CN(C)Cc1ccc(Cl)c(Cl)c1	0	10	/	-2	2	-5	7[16.7 µM]
O=C(C[C@@H]1C[C@H]2c3cc(NC(=O)Nc4ccc(C(F)(F)F)cc4)ccc3O[C@H]2[C@H](CO)O1)NCC1CC1	7	10	8	-4	2	-3	3[16.7 µM]
CCN(CC)CCN(Cc1cc2cc3c(cc2[nH]c1=O)OCCO3)C(=S)NCC1CCCO1 (stereo not drawn)	4	-2	-4	/	-4	3	1
Clc1ccc2ccc3cccnc3c2n1	-4	-3	0	1	15	5	-11
COc1ccc(CN(C)C[C@H]2OCCCC[C@@H](C)Oc3ccc(NS(=O)(=O)c4ccc(F)cc4)cc3C(=O)N([C@H](C)CO)C[C@H]2C)cc1	2	1	/	1	3	4	-4[16.7 µM]
COc1ccc(C(=O)N2CCCC(Nc3ccc(C)c(C)c3)C2)cc1F (stereo not drawn)	/	2	/	9	-2	-2	-7
C[C@@H]1CCCCO[C@@H](CN(C)S(=O)(=O)c2cccs2)[C@H](C)CN([C@H](C)CO)C(=O)c2cc(NC(=O)c3ccccc3)ccc2O1	-3	/	/	6	-4	/	-8[16.7 µM]
CCCN1CCN(C(=O)c2oc3ccccc3c2NC(=O)COc2ccc(OC)cc2)CC1	-6	-4	5	-4	-1	6	7
O=[N+]([O-])C(=C1Nc2ccccc2N1)C(Cl)=C(Cl)Cl	6	-2	4	-1	38	5	12
Cc1cc(NC(=O)COC(=O)c2ccco2)no1	/	0	/	/	-10	7	/
COc1ccc(S(=O)(=O)N(C)C[C@@H]2Oc3c(NC(=O)Nc4cccc5ccccc45)cccc3C(=O)N([C@H](C)CO)C[C@@H]2C)cc1	14	5	/	0	-1	5	-11[16.7 µM]
CC(=O)c1c(C(=O)O)[nH]c(C(=O)O)c1C	-9	0	-1	/	-13	4	/
Cc1ccc2oc(=O)n(CCC(=O)Nc3ccc(N4CCOCC4)cc3)c2c1	-10	-2	-8	0	4	8	-4
CC(=O)N1CCOc2ccc(S(=O)(=O)N3CCC(C(=O)NCc4ccc(Cl)cc4)CC3)cc21	3	/	6	0	/	2	5
O=C1Nc2ccccc2/C1=C\C(=O)c1ccccc1	-3	-2	7	0	-22	2	-1
COc1ccc(NC(=O)NC(C)c2ccccc2)cc1 (stereo not drawn)	-9	-3	1	3	-1	4	2
CCNC(=O)C[C@@H]1CC[C@H]2[C@@H](COC[C@@H](O)CN2Cc2ccccc2F)O1	2	-2	8	40	15	-4	7[16.7 µM]
CCN(CC)CCCNC(=O)C1CCN(C(=O)c2cc3sccc3n2Cc2ccc(F)cc2)CC1	5	-5	6	0	-1	1	/
COc1cc(C(CC(=O)O)n2cnnn2)ccc1OC(C)C (stereo not drawn)	/	-3	/	11	-1	10	-3
COc1cccc(NC(=O)N[C@H]2CC[C@H](CC(=O)NCc3ccncn3)O[C@H]2CO)c1	2	-5	2	6	0	4	3[16.7 µM]
COCCNC(=O)CNC(=S)N(CCCN1CCOCC1)Cc1cccs1	-6	-2	-1	2	-5	-1	-2

Screening results as filed in PubChem.
